# ASAP1 GAP inh = blocks human ASAP1-stimulated Arf1 GTP hydrolysis | GDP FP detection | inhibition, % at 16.5 µM | hit rate 0.19% among 360,000 | AID 624377; in the data active = inhibition above about 25%;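 also: 0% = vehicle with enzyme and substrate and 100% = no enzyme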
# Target sequence (Q9ULH1 325-724 limits assumed): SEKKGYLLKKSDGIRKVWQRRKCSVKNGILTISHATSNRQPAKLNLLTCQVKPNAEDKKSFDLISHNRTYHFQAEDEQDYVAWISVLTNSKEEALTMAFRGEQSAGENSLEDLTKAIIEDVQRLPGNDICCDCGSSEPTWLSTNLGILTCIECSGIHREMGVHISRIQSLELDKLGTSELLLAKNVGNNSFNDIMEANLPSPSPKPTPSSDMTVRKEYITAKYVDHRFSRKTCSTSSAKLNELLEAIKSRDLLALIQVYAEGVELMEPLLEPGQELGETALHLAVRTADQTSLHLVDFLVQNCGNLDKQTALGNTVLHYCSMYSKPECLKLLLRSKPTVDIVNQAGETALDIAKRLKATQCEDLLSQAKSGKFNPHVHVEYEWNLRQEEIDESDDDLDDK
# GC-A act = GC-A (human) enzyme activation. HEK293 GC-A cells, cGMP TR-FRET, EC30 ANP; 0% at EC30 ANP, 100% saturating ANP. activation, % at 10 µM. P16066. hit rate 0.14% among 370,000; in the data active = activation above about 40%
# proKLK7 act = activates the human kallikrein-7 zymogen; purified proKLK7, EDANS-DABCYL substrate fluorescence; 100% is mature enzyme control, 0% vehicle; AID 652039; hit rate 0.9% among 370,000; activation, % at 7 µM;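 active = activation above the mean of all tested compounds plus 3 SD, computed per campaign excluding outliers beyond control limits, cut at about 13% in these data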
# sPLA2-III inh = Inhibits HGIII-sPLA2 liposome hydrolysis, primary screen; Q9NZ20; QFRET BODIPY PC-A2 liposome hydrolysis, fluorescence; inhibition, % at 12.2 µM; hit rate 0.56% among 370,000; AID 743126;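 active = inhibition above mean plus 3 SD of compounds lying within the high and low control bounds, cut at about 19% in these data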;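 also: 0% = median of test compound wells and 100% = no enzyme DMSO wells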
# ADAM10 inh = inhibitors of human ADAM10. O14672. hit rate 0.62% among 370,000. recombinant ADAM10, EDANS/DABCYL FRET peptide cleavage, 3 h. inhibition, % at 7 µM;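 active = inhibition above a per-campaign cutoff equal to the mean of compounds falling between control-based bounds plus 3 SD, cut at about 20% in these data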;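 also: 0% = DMSO wells while the 100% control is not disclosed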
# NPR2 activator = GC-B (human) receptor activation. P20594. HEK293-GC-B cells, CNP EC30, cGMP TR-FRET; 0% at EC30 CNP, 100% saturating CNP. activation, % at 10 µM. hit rate 0.11% among 370,000. AID 1920062;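 active = activation at 10 µM reaching about 35% in either raw or pattern-adjusted values, limit read from the data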
# ARFGAP1 inhibitor = inhibits rat ARF GTPase activating protein 1 | Arfgap1-stimulated ARF1 GTP hydrolysis, GDP FP detection | inhibition, % at 16.5 µM | hit rate 0.26% among 360,000 | AID 651572;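 active = inhibition above a per-plate limit, mean inhibition of low control wells plus 3 SD, cut at about 25% in these data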;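 also: 0% = DMSO wells with enzyme and 100% = wells lacking Arfgap1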
# Target sequence (Q62848 1-136 limits assumed): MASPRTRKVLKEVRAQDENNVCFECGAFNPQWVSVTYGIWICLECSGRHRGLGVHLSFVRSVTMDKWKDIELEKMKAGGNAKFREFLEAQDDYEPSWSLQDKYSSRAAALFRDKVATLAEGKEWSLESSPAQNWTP
#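 Material – truncated rat Arfgap1 GAP domain · Buffer or medium – HEPES-based buffer, pH 7.5 · Reagent – human ARF1(Δ1-17)-GTP substrate · Dosing – 16.5 µM single point, 1.26% DMSO · Schedule – GTP hydrolysis reaction 2 h at 25 °C · Technique – GDP detection by fluorescence polarization · Benchmarks – No-Arfgap1 wells (100%) versus DMSO full-reaction wells (0%) · Repeats – single replicate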
# DDE Tn6 FP inh = inhibitors of Tn6 peptide binding to human fibrin DD(E); AID 720509; hit rate 0.21% among 370,000; P02675; Fibrin DD(E) TRITC-Tn6 fluorescence polarization displacement; inhibition, % at 8.3 µM;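 active = inhibition above a per-campaign cutoff: mean of compounds within control limits plus 3 SD, cut at about 15% in these data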;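 also: 0% = median of all compound wells on the plate and 100% = blocking peptide control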
# Target sequence (P02675 whole entry, looked up): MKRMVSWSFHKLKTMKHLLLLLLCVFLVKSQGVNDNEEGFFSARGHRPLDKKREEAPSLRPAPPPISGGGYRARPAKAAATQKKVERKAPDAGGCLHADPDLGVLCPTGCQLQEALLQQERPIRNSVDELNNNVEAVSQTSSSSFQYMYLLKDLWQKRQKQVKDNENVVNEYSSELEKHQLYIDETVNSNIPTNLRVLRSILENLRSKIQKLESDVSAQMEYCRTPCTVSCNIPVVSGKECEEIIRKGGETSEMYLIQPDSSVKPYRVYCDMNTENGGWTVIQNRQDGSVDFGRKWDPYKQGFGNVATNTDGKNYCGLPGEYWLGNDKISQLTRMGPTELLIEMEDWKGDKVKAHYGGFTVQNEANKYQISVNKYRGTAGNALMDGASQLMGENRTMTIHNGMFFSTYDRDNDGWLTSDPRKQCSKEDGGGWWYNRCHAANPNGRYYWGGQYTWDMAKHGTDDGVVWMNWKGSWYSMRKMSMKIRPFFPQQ
# FXN GAA850 act = activators of GAA850 frataxin (FXN) promoter; hit rate 0.56% among 360,000; activation, % at 6 µM; AID 540364; HEK293 lucGAA850 FXN promoter luciferase reporter, 24 h; percent of 10 µM SAHA response;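 active = activation above the average of all compounds screened plus 3 SD, cutoff fixed separately per campaign, cut at about 7.5% in these data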;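 also: 0% = DMSO wells and 100% = 10 µM SAHA wells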
# rCAG binder = molecules binding r(CAG) RNA repeats; AID 651821; hit rate 1.3% among 370,000; inhibition, % at 3 µM; r(CAG) RNA repeat, TO-PRO-1 dye displacement fluorescence;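 active = inhibition above the plate cutoff, the mean of all test compounds on that plate plus 3 SD, cut at about 35% in these data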;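 also: 0% = DMSO alone and 100% = 100 µM mitoxantrone as full dye displacement; higher means more dye released from RNA so lower well fluorescence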
# * marks the source's active call; other numbers are inactive results; i = inactive; . = not tested or not shown.
no.	smiles	ASAP1 GAP inh	GC-A act	proKLK7 act	sPLA2-III inh	ADAM10 inh
1	C#CCNC(=O)C1=C[C@H](c2cn(C(C)=O)c3ccccc23)C[C@H](OCc2ccc(CO)cc2)O1	6	-1	1.0	-17	-11
2	CCn1c(O)c(N=NC(=O)CNc2cccc(C)c2)c2ccccc21	5	4	0.7	2	0
3	CN1CCC(=NNC(=O)c2cn(-c3ccccc3)nc2-c2ccccc2)CC1	9	4	-0.6	-6	1
4	CCOc1ccccc1N1CCN(c2ncnc3scc(-c4ccc(OC)cc4)c23)CC1	4	-12	0.2	-3	0
5	Cc1ccc(S(=O)(=O)N2CCOCC2)cc1C(=O)NC(C)CCc1ccccc1 (stereo not drawn)	-1	1	-0.1	8	-6
6	CC(C)c1ccc(NC(=O)CCNS(=O)(=O)c2ccc3[nH]c(=O)oc3c2)cc1	-7	-3	-0.2	-8	6
7	O=C(CN1C(=O)COCC1=O)N1CCOCC1	-2	1	-0.8	7	3
8	CCN1CCCC1CNCc1cc(OC)c(OC)c(OC)c1 (stereo not drawn)	-6	0	-1.2	6	-5
9	CCOC(=O)Cc1csc(NC(=O)CC)n1	9	1	-0.1	1	1
10	Cn1c(=O)c2c(ncn2CC(=O)OCC(=O)Nc2ccc(Cl)cc2)n(C)c1=O	3	-5	-0.1	2	-9

no.	NPR2 activator	ARFGAP1 inhibitor	DDE Tn6 FP inh	FXN GAA850 act	rCAG binder
1	1	1	3	-4.4	3
2	5	13	-14	1.6	0
3	-1	3	-6	1.1	6
4	-14	6	-4	-1.5	3
5	3	-6	4	-0.3	4
6	-1	2	-9	1.3	13
7	2	3	1	0.1	-1
8	4	-3	5	-0.8	-4
9	-2	4	7	-0.7	0
10	-9	-2	5	0.9	-2

# Reformatted with one line to a screen: 5 of the compounds above.
[4] CCOc1ccccc1N1CCN(c2ncnc3scc(-c4ccc(OC)cc4)c23)CC1
[5] Cc1ccc(S(=O)(=O)N2CCOCC2)cc1C(=O)NC(C)CCc1ccccc1 (stereo not drawn)
[6] CC(C)c1ccc(NC(=O)CCNS(=O)(=O)c2ccc3[nH]c(=O)oc3c2)cc1
[7] O=C(CN1C(=O)COCC1=O)N1CCOCC1
[8] CCN1CCCC1CNCc1cc(OC)c(OC)c(OC)c1 (stereo not drawn)

Compound | 4 | 5 | 6 | 7 | 8
ASAP1 GAP inh | 4 | -1 | -7 | -2 | -6
GC-A act | -12 | 1 | -3 | 1 | 0
proKLK7 act | 0.2 | -0.1 | -0.2 | -0.8 | -1.2
sPLA2-III inh | -3 | 8 | -8 | 7 | 6
ADAM10 inh | 0 | -6 | 6 | 3 | -5
NPR2 activator | -14 | 3 | -1 | 2 | 4
ARFGAP1 inhibitor | 6 | -6 | 2 | 3 | -3
DDE Tn6 FP inh | -4 | 4 | -9 | 1 | 5
FXN GAA850 act | -1.5 | -0.3 | 1.3 | 0.1 | -0.8
rCAG binder | 3 | 4 | 13 | -1 | -4

# Other structures
no.	smiles	ASAP1 GAP inh	GC-A act	proKLK7 act	sPLA2-III inh	ADAM10 inh
11	CCC(CC)NC(=O)CN1CCN(S(=O)(=O)c2cccs2)CC1	12	1	0.1	0	1
12	CSc1ccc(C2=C/C(=C3/SC(=S)NC3=O)c3ccccc3O2)cc1	0	-10	0.2	0	-19
13	Cc1ccc(NC(=O)Cc2ccccc2Cl)cc1S(=O)(=O)N(C)C	10	-7	-1.0	-14	3
14	CCC(=O)NS(=O)(=O)c1cccnc1Nc1ccccc1Cl	8	-1	-0.2	8	0
15	O=C(Nc1ccc(F)cc1F)NC1CCCCCCC1	-10	4	-0.5	6	-3
16	CCOC(=O)CSc1nnc(-c2c[nH]c3ccccc23)n1CC	-11	-1	-0.3	1	-9
17	COc1ccc(C2=NN(C(=O)CSc3nc4ccccc4s3)C(c3ccc(OC)cc3)C2)cc1 (stereo not drawn)	1	0	-0.2	-8	5
18	NS(=O)(=O)c1cc2c(cc1Cl)NC=NS2(=O)=O	-6	0	0.2	3	3
19	C=C(C)/C=C1/CN(Cc2ccc3c(c2)OCO3)C(=N)N1C(=O)OCc1ccccc1	.	3	0.3	9	1
20	CCOc1cc(/C=N/NC(=O)C(=O)N/N=C/c2ccc(O)c(OCC)c2)ccc1O	-5	-4	16*	8	-3

no.	NPR2 activator	ARFGAP1 inhibitor	DDE Tn6 FP inh	FXN GAA850 act	rCAG binder
11	-1	0	-1	0.4	-1
12	2	0	-1	3.2	2
13	2	0	4	-0.4	7
14	4	-12	13	-0.5	1
15	-2	8	1	2.2	-5
16	4	-10	3	1.7	0
17	12	10	-5	0.3	10
18	7	-1	-2	0.9	3
19	7	.	0	.	11
20	7	-3	3	-0.8	-4

# Later entries:
no.	smiles	ASAP1 GAP inh	GC-A act	proKLK7 act	sPLA2-III inh	ADAM10 inh
21	Cn1cnc2cc(NC(=O)c3ccc(Cl)cc3)ccc21	-3	4	-0.5	7	2
22	CCCCn1nnnc1C(c1cc2ccccc2o1)N1CCN(c2cc(C)nc3ccccc23)CC1 (stereo not drawn)	-3	-3	-2.4	-14	10
23	COCCC(=O)N1CCC(Oc2ccc(C(=O)N3CCCC(CCCO)C3)cc2)CC1 (stereo not drawn)	-11	4	0.2	6	8
24	N#Cc1cc2cc3c(cc2nc1NCCNC(=S)NCCCN1CCOCC1)OCO3	-2	3	2.2	-1	i
25	N#Cc1cnc2cc(-c3ccccc3)nn2c1N	14	2	-1.0	10	-14
26	CCc1cccc(C)c1N1C(=O)CC(C)(C)CC1=O	2	-3	0.2	4	16
27	CC(C)(C)c1ccc(C2(C)NC(=O)N(CC(=O)Nc3ccc4c(c3)OCO4)C2=O)cc1 (stereo not drawn)	-8	-4	0.0	-26	5
28	O=C(NC1CCCCC1)c1nn2c(C(F)(F)F)cc(-c3ccco3)nc2c1Br	12	-1	-0.1	7	-5
29	COc1cccc(C(=O)NC2CC3CCCC(C2)N3CC(=O)Nc2ccc(N(C)C)cc2)c1 (stereo not drawn)	-3	-5	-0.3	1	2
30	COc1ccc(S(=O)(=O)CCC(=O)N2CCN(c3ccccc3F)CC2)cc1	9	-1	0.6	7	1

no.	NPR2 activator	ARFGAP1 inhibitor	DDE Tn6 FP inh	FXN GAA850 act	rCAG binder
21	-5	-10	-1	9.3*	0
22	-4	9	-9	.	8
23	-2	-9	12	0.9	-6
24	3	8	-5	0.0	1
25	-2	-8	-5	4.4	0
26	6	-5	1	-0.8	4
27	3	4	4	-0.2	-2
28	2	-15	6	2.7	4
29	6	8	5	-2.9	-7
30	-1	-6	-5	-2.0	-2

# (list continues)
no.	smiles	ASAP1 GAP inh	GC-A act	proKLK7 act	sPLA2-III inh	ADAM10 inh
31	CC(C)CNC(=O)c1cccc(NC(=O)COc2cccc([N+](=O)[O-])c2)c1	9	4	-0.1	0	2
32	COc1cccc(Cn2cc(COC(=O)Nc3ccc(F)cc3)nn2)c1	.	2	-0.1	-8	4
33	O=C(NCCN1CCN(C(=O)c2ccc(F)cc2)CC1)c1ccc(F)cc1	7	2	0.1	2	-2
34	Cc1nnc(-c2cccc(Br)c2)c2cn(-c3ccccc3Cl)nc12	-6	16	0.0	1	1
35	CCc1ccc(NC(=O)Cc2ccc(-n3cccc3)cc2)cc1	-2	-4	-0.5	4	-3
36	CCOc1nc(-c2ccccc2)c2cc(Br)ccc2n1	-10	-37	1.0	-7	-1
37	CC1CC(C)CN(C(=O)C(C)N(C)CC(=O)Nc2ccc(Cl)cc2)C1 (stereo not drawn)	9	1	-0.5	0	-1
38	CCOc1cc(CNn2cnnc2)ccc1OCC(=O)NC1CCCCC1	1	1	-0.1	-3	-9
39	O=C1c2ccccc2S(=O)(=O)c2cc(N3CCOCC3)ccc21	0	13	5.2	-6	11
40	CCOC(=O)Cc1csc(NC(=O)NC2(C(F)(F)F)Oc3ccccc3O2)n1	-11	3	1.4	-2	0

no.	NPR2 activator	ARFGAP1 inhibitor	DDE Tn6 FP inh	FXN GAA850 act	rCAG binder
31	-1	5	3	2.1	-3
32	-3	.	-4	.	1
33	2	9	-6	2.2	-4
34	5	-3	-4	0.4	-6
35	6	3	3	1.6	9
36	-7	6	-2	1.3	-2
37	-3	-19	3	-1.9	-8
38	3	-3	3	2.6	-3
39	3	12	-1	0.3	-9
40	2	-11	-7	2.7	-1

# Next section.
no.	smiles	ASAP1 GAP inh	GC-A act	proKLK7 act	sPLA2-III inh	ADAM10 inh
41	CN(Cc1ccccc1)C(=O)c1cc(-c2ccc(Br)cc2)on1	11	6	-0.6	3	4
42	COc1ccc(C(=O)N/N=C/c2ccc(OC)c(COc3c(F)c(F)cc(F)c3F)c2)cc1	2	1	-0.8	-11	0
43	N=c1c2c3c(sc2ncn1CCCN1CCOCC1)CCCCC3	-12	-1	-0.8	-2	-3
44	O=C(NC(=O)c1ccccc1)C1=C(N2CCCC2)COC1=O	-13	1	0.3	-1	3
45	CCC(=O)Nc1cccc(C(=O)N(Cc2ccccc2)Cc2ccccc2)c1	0	-7	-0.5	-12	8
46	COCCN(Cc1cc2cc(C)ccc2n2nnnc12)C(=S)Nc1ccc(OC)cc1	6	-1	-0.1	6	-2
47	O=C(COC(=O)c1cccnc1Cl)NCCCc1ccccc1	-8	-2	0.6	-1	-4
48	CN1CCN(CC(O)(c2ccc(Cl)cc2)c2ccc(Cl)cc2)CC1	-11	-38	-0.1	-7	4
49	COc1cccc(N2CCN(C(=O)CCNS(=O)(=O)c3ccc(F)c(F)c3)CC2)c1	10	4	0.0	2	-13
50	Cc1nc(SCC(=O)Nc2sccc2C(N)=O)c2c(C)c(C)sc2n1	6	1	0.2	-4	0

no.	NPR2 activator	ARFGAP1 inhibitor	DDE Tn6 FP inh	FXN GAA850 act	rCAG binder
41	5	5	-5	3.0	-1
42	7	9	-2	-0.3	5
43	-4	1	-4	1.0	-3
44	-2	4	6	4.0	3
45	1	2	-1	-0.1	-7
46	2	9	-7	0.4	3
47	1	-9	0	2.7	-1
48	-23	-5	10	-0.3	-5
49	1	-9	3	0.1	5
50	-1	17	-11	3.5	11

# The listing continues:
no.	smiles	ASAP1 GAP inh	GC-A act	proKLK7 act	sPLA2-III inh	ADAM10 inh
51	COc1ccc(NC(=O)N(C)C[C@H]2Oc3ccc(NC(=O)c4ccncc4)cc3C(=O)N([C@H](C)CO)C[C@@H]2C)cc1	14	0	1.0	6	1
52	CCOC(=O)N1CCC(N2C(=O)c3ccccc3C2Nc2ccccc2C)CC1 (stereo not drawn)	9	-16	0.1	5	-13
53	Cn1c(=O)c2c(nc(N3CCOCC3)n2CCNC2=NCCC2)n(C)c1=O	-15	2	-0.3	-1	0
54	COc1cccc(C(=O)Nc2cccc(S(=O)(=O)NC3=NCCC3)c2)c1	-2	0	-0.1	3	-13
55	C=CCc1cc(C=O)cc(OCC)c1OCc1ccc(Cl)cc1	-12	-4	-0.7	1	4
56	O=C(COC(=O)CCN=C1NS(=O)(=O)c2ccccc21)NNC(=O)c1ccccc1	3	1	0.0	-1	-7

no.	NPR2 activator	ARFGAP1 inhibitor	DDE Tn6 FP inh	FXN GAA850 act	rCAG binder
51	3	8	0	1.5	4
52	-12	3	1	-4.1	-2
53	2	10	-2	-2.0	2
54	9	-3	-6	-0.3	1
55	-10	4	3	2.8	0
56	1	10	-6	-0.3	4

# Screening data deposited in PubChem BioAssay by several laboratories.
